Assay outcomes (PubChem)
GLP1R ag = qHTS of GLP-1 Receptor Agonists; HEK293 GLP-1R CRE-luciferase, luminescence, 4-6 h; cells express a hypersensitive GLP-1R form; Potency, µM (top dose mostly 45.6 µM), inactives show top-dose activation, hits mostly activators; 380,000 tested, 0.007% active; further: potency means the concentration at half of the fitted maximal effect; % of control where 0% means no effect
HEK293 tox = qHTS of GLP-1 Receptor Inverse Agonists: Cytotox Screen | HEK293 cAMP-luciferase reporter cells, luminescence, 24 h | Potency, µM (series often up to 38.3 µM), inactives show at the highest dose activity change, negative = inhibition, actives largely listed as inhibitors | 410,000 tested, 0.13% active;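 further: loss of luciferase light is scored as toxicity; potency means the concentration at half of the fitted maximal effect; on the % scale 0 is the no-effect control and ±100 the full control effect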
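MLSMR compounds, 24 hr on cells at 37 deg C/5% CO2; luminescence after luciferase reagent (12 min RT). Inhibition counted as the undesired cytotoxic outcome.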
PI5P4K alpha inh = qHTS for Inhibitors of phosphatidylinositol 5-phosphate 4-kinase (PI5P4K). PI5P4Kalpha enzyme, ADP-Glo luminescence, 60 min; stronger effect = lower value. max response, %. 330,000 tested, 1.2% active. AID 652105, 2013; active means max response of -50% or lower; inconclusive means between -30% and -50%; inactive means -30% or higher; further: value at the top dose of about 77 µM; on the % scale 0 is the no-effect control and ±100 the full control effect
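Single end-point luminescence (ADP-Glo) quantified ADP from PI5P4Kalpha turnover; ATP 5 microM final, 1 h at RT, 0.1% CHAPS and 0.28 mM EGTA in HEPES pH 7.4.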
PLK1 PBD block = qHTS for Inhibitors of PLK1-PDB (polo-like kinase 1 - polo-box domain): Primary Screen; Serine/threonine-protein kinase PLK1 (Homo sapiens), P53350; Plk1 PBD binding of FITC phosphopeptide, fluorescence polarization; Potency, µM, for the others: max response, negative = inhibition, actives largely listed as inhibitors; 360,000 tested, 2.8% active; further: potency means the concentration at half of the fitted maximal effect; series mostly up to about 57 µM; on the % scale 0 is the no-effect control and ±100 the full control effect; nearly all actives have a fitted effect of over 65% in size
Target sequence (P53350 whole entry, looked up, the tested form may be a part): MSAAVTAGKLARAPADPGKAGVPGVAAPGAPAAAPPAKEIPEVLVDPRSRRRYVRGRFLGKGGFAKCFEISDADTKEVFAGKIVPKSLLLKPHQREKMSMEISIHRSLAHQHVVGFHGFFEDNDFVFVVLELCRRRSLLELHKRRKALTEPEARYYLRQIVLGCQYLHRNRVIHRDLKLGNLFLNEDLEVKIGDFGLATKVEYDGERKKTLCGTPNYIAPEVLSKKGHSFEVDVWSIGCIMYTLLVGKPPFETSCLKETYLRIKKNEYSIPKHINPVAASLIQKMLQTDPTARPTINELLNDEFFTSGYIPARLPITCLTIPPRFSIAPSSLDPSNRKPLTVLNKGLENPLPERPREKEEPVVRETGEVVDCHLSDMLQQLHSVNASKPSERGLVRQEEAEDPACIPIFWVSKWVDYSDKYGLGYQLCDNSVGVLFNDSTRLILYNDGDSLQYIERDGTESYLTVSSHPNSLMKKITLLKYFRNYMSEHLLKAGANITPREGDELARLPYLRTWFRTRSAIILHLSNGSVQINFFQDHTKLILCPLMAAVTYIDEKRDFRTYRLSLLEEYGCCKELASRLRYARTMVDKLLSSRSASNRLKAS
GLP-1R inv ag = qHTS of GLP-1 Receptor Inverse Agonists (Inhibition Mode); Glucagon-like peptide 1 receptor (Homo sapiens), P43220; HEK293 GLP-1R CRE-luciferase, luminescence, 24 h; GLP-1R form is constitutively active; Potency, µM (titrated, usually from 38.3 µM), for inactives: top-dose activity change, negative = inhibition, usual class: inhibitors; 410,000 tested, 1.6% active; AID 624417, 2012; further: potency means the concentration at half of the fitted maximal effect; on the % scale 0 is the no-effect control and ±100 the full control effect; nearly all actives have a fitted effect of over 55% in size
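Seeding at 200 cells/uL, 12 h culture, 24 hr compound treatment, then luciferase reagent and a luminescence read; cells are HEK293 stably expressing a constitutively active GLP-1R plus cAMP-responsive luciferase.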
DRD3 agonist = qHTS of D3 Dopamine Receptor Agonist: qHTS | D(3) dopamine receptor (Homo sapiens), P35462 | D3R DiscoveRx beta-arrestin cells, luminescence, 90 min | max activation, % | 410,000 tested, 0.58% active | AID 652048, 2013; in the data active means max activation above about 30%; further: 0% is about no effect; mostly tested at two doses, the higher about 12 µM
Target sequence (P35462 whole entry, looked up): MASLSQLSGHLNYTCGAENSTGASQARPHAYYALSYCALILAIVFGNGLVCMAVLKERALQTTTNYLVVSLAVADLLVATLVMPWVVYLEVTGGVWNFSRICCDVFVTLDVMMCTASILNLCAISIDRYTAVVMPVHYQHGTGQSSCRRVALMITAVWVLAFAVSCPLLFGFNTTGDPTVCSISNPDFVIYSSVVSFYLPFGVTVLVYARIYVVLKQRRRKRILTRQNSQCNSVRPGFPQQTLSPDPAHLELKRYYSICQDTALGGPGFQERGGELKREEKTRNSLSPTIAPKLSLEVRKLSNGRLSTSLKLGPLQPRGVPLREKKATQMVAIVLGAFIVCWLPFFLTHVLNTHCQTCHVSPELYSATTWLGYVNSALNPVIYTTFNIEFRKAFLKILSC
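Cells at 1500/well, incubated overnight, then treated with pinned compounds (dopamine as control) for 90 min at 37 degrees C. DiscoveRx reagent added for 30 - 60 minutes at room temperature; luminescence read.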
IL-2 act = qHTS of IL-2 Activators | IL-2 activation reporter assay, cell-based qHTS; stimulated with anti-CD3/CD4/CD28 beads; in transgenic mouse T cells | activation, % (series mostly up to about 46 µM) | 360,000 tested, 0.065% active | AID 652025, 2013; in the data active means activation above about 50%; inconclusive means mostly about 30% to 49%; further: 0% is about no effect
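Readout: EGFP and DsRed signals by fluorescent plate cytometry. Unstimulated transgenic mouse T cells received compound 60 min before antibody-bead stimulation, then incubated 18 h at 37 degrees C.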
D3 antag = qHTS of D3 Dopamine Receptor Antagonist: qHTS | AID 652054, 2013 | 360,000 tested, 2.5% active | max response, negative = inhibition, % | D3R cells, DiscoveRx beta-arrestin luminescence, antagonist mode; stronger effect = lower value; in the data active means max response below about -50%; inconclusive means no clear call, values can overlap the other calls; further: on the % scale 0 is the no-effect control and ±100 the full control effect; mostly tested at two doses, the higher about 12 µM
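Cells expressing the human receptor were seeded at 1500 cells/well, incubated overnight at 37 degrees C in 5% CO2, then exposed to library compounds with dopamine controls for 90 minutes at 37 degrees C before luminescent detection.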
WRN helicase inh = qHTS for Inhibitors of WRN Helicase; Potency, µM (titrated, usually from 114 µM), without a hit: at the top dose activity change, negative = inhibition, most hits filed as inhibitors; 360,000 tested, 0.46% active; WRN helicase unwinding, fluorescent forked duplex, kinetic; further: potency means the concentration at half of the fitted maximal effect; on the % scale 0 is the no-effect control and ±100 the full control effect; nearly all actives have a fitted effect of over 55% in size
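WRN at 20 nM final was preincubated with compound for 15 min at room temperature; reaction started with 100 nM forked duplex oligonucleotide carrying fluorophore and quencher plus 2 mM ATP (final). Unwinding followed kinetically by red fluorescence (ex 525/em 598 nm).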
* hit, by the source's call; u = inconclusive; x = not tested or not shown; & = joins results of further samples; [ ] = remark or other dose. Unless noted, the call rests on the fitted dose curve; in most records, active means well fitted curve in the direction sought with a large enough effect; inconclusive means small, poorly fitted or top-dose-only effect, or another doubt; inactive means no such curve, though single readings can be large; an effect the other way counts as inactive or inconclusive.

no.	compound	GLP1R ag	HEK293 tox	PI5P4K alpha inh	PLK1 PBD block	GLP-1R inv ag	DRD3 agonist	IL-2 act	D3 antag	WRN helicase inh
1	CC(=O)Nc1ccc(NC(=O)CSc2nnc(-c3cccs3)n2N)cc1	-1%	18%	-5	-2%	51%[activator]	1	1.2	0	-2%
2	CC(NC(=O)C1=CC=CN2CCS(=O)(=O)N=C12)c1ccc(Cl)cc1Cl (stereo unspecified)	0%	-8%	0	-1%	-6%	6	0.1	11	2%
3	Cc1ccc(-c2noc(CCC(=O)NCCCN3CCN(c4ccc(F)cc4)CC3)n2)cc1	-4%	-5%	22	-1%	-22%	-21	-0.3	0	-1%
4	COc1ccc(C)cc1S(=O)(=O)N1CCCCCC1	5%	-6%	3	1%	u	0	2.9	1	5%
5	COc1cccc(N=C2SC(C(=O)Nc3ccccc3F)CC(=O)N2C)c1 (stereo unspecified)	8%	u	x	-16%	-2%	1	-1.0	3	-1%
6	CC(=O)N(CN1C(=O)c2ccc([N+](=O)[O-])cc2C1=O)c1ccc(F)cc1	0%	38%[activator]	x	-8%	90%[activator]	1	-1.4	-16	-1%[57.1 µM]
7	CCCOc1ccccc1C(=O)NC(CO)C(=O)O (stereo unspecified)	5%	5%	-1	-3%	-8%	0	-2.7	-5	-10%
8	CC(C)N1CCN(S(=O)(=O)c2ccc3ccccc3c2)CC1	0%	-15%	-5	-5%	-21%	-2	0.6	-1	15%
9	Cn1cc(C(CC(=O)O)C(=O)O)c2ccccc21 (stereo unspecified)	3%	-3%	x	-4%	0%	8	0.3	-16	-10%
10	COc1cc2oc(=O)cc(CN3CCN(C(C)=O)CC3)c2cc1Cl	19%	-4%	-12	-14%	20%	-6	-0.5	-24	-1%
11	C[C@H](NC(=O)c1nc[nH]c1C(=O)N[C@@H](CCCCNC(=O)OC(C)(C)C)C(=O)OC(C)(C)C)C(=O)OC(C)(C)C	-5%	-11%	-6	-1%	10µM*	-3	-0.6	20	-3%
12	CCN(CC)c1ccc(/C=N/NC(=O)c2ccco2)c(O)c1	14%	217%[activator]	-1	12%	u	-3	-3.6	-13	-14%
13	COc1ccc(CC(=O)NCc2n[nH]c(=S)n2-c2cccc(Cl)c2)cc1	-5%	-1%	-1	1%	7%	-6	1.4	-15	-8%
14	Cc1ccc(CNC(=O)Cc2noc3ccccc23)cc1	2%	19%	-8	-9%	u	6	-5.1	-5	-1%
15	COc1ccccc1NC(=O)CN(c1ccccc1C)S(C)(=O)=O	-3%	6%	-6	-13%	u	-2	0.2	-1	-1%
16	CSc1cc(C)n(-c2ccccc2)c(=S)c1C(C)=O	-8%	-7%	4	-1%	12%	3	-3.8	47	-20%
17	CC(=O)c1cccc(NC(=O)CSc2nc(=O)n(CCN3CCOCC3)c3c2CCC3)c1	0%	-3%	7	-2%	10%	3	0.3	3	5%
18	CC1(C)Cc2c(sc3[nH]c(=O)n(CC(=O)NCC4CCCO4)c(=O)c23)CO1 (stereo unspecified)	-6%	-11%	-2	-4%	1%	2	-0.2	-1	4%
19	COc1ccccc1NC(=O)CCSc1nnc(-c2ccncc2)o1	1%	4%[7.66 µM]	-7	4%	-1%[7.66 µM]	3	0.3	19	8%
20	CS(=O)(=O)c1ccc(Cl)c(NC(=O)COC(=O)CNC(=O)c2ccc(Br)o2)c1	0%	-1%	3	-1%	0%	13	-2.3	6	-8%
21	Cc1cccc(OCC(=O)Nc2ccc(NC(=O)c3ccco3)cc2)c1	-1%	-16%	3	1%	-16%	8	-0.3	6	15%
22	COc1ccccc1NC(=O)C(=O)N/N=C(\C)CC(=O)Nc1ccc(OCc2ccccc2)cc1	-22%	-28%	-4	-2%	u	3	-0.3	-29	-23%
23	Nc1ccccc1Nc1ccccc1	15%	-22%	0	-9%	5%	-3	-1.4	u	-20%
24	COc1ccc(C(O)c2ncc(-c3cccc(C(F)(F)F)c3)[nH]2)cc1F (stereo unspecified)	-5%	-2%	8	-4%	u	-5	-0.7	0	-13%
25	CCC(C)Sc1ccc(-c2nc3ccc(C)cn3c2NCc2ccccc2)cc1 (stereo unspecified)	-4%&11%	-5%&4%	-2&9	-23%&-13%	-8%	0&3	-0.5&-1.0	-25&0	-1%&0%
26	CN(Cc1nc(-c2cccnc2)no1)S(=O)(=O)c1ccccc1	1%	2%	-18	-13%	-9%	-4	-0.4	4	-34%[57.1 µM]
27	Cc1nn(C(=O)c2ccc3c(c2)OCO3)c(N)c1-c1ccccc1	-5%	2%	6	4%	-29%	-1	-3.3	-3	-4%
28	Cc1c(/C=N/NC(=O)CNc2ccccc2)c2ccccn2c1C(=O)c1ccncc1	-1%	-3%	2	-6%	5%	0	-1.2	-1	-2%
29	COc1ccc(CNS(=O)(=O)c2ccc(S(=O)(=O)N3CCCCC3)cc2)cc1	-3%	11%	x	-2%	3%	7	0.7	19	-9%
30	COc1ccc(NC(=O)NCCCN2CCC(Cc3ccccc3)CC2)cc1	-7%	-15%	10	-4%	u	-18	-0.8	u	4%

Another view of part of the listing above:
26: CN(Cc1nc(-c2cccnc2)no1)S(=O)(=O)c1ccccc1
  GLP1R ag: 1%
  HEK293 tox: 2%
  PI5P4K alpha inh: -18
  PLK1 PBD block: -13%
  GLP-1R inv ag: -9%
  DRD3 agonist: -4
  IL-2 act: -0.4
  D3 antag: 4
  WRN helicase inh: -34%[57.1 µM]
22: COc1ccccc1NC(=O)C(=O)N/N=C(\C)CC(=O)Nc1ccc(OCc2ccccc2)cc1
  GLP1R ag: -22%
  HEK293 tox: -28%
  PI5P4K alpha inh: -4
  PLK1 PBD block: -2%
  GLP-1R inv ag: u
  DRD3 agonist: 3
  IL-2 act: -0.3
  D3 antag: -29
  WRN helicase inh: -23%
24: COc1ccc(C(O)c2ncc(-c3cccc(C(F)(F)F)c3)[nH]2)cc1F (stereo unspecified)
  GLP1R ag: -5%
  HEK293 tox: -2%
  PI5P4K alpha inh: 8
  PLK1 PBD block: -4%
  GLP-1R inv ag: u
  DRD3 agonist: -5
  IL-2 act: -0.7
  D3 antag: 0
  WRN helicase inh: -13%

Other entries follow.
no.	compound	GLP1R ag	HEK293 tox	PI5P4K alpha inh	PLK1 PBD block	GLP-1R inv ag	DRD3 agonist	IL-2 act	D3 antag	WRN helicase inh
31	Cc1ccc(NC(=O)CSc2nnc(C3CCCCC3)n2N)cc1F	-3%	-17%	1	5%	-15%	-1	1.2	16	-1%
32	CN1CCN(Cc2c(O)ccc3c(=O)c(Oc4ccccc4Cl)c(C(F)(F)F)oc23)CC1	-1%	4%	-10	-12%	u	-9	0.0	-16	3%
33	CC(C)NC(=O)C1CCN(C2CCN(Cc3nc(C(C)C)cs3)CC2)CC1	0%	4%	4	7%	u	1	0.8	2	2%
34	Cc1nc(NC(=O)CN2CCC(O)(c3ccc(F)cc3)CC2)sc1C	10%	0%	1	6%	-27%	1	-4.0	9	-3%
35	Cc1ccc(OCCCN(C)C)c(Br)c1	-2%	-8%	-6	1%	u	-20	-0.7	4	11%
36	COc1ccc(C2=NOC(C)(c3sc(-c4ccc(Cl)cc4)nc3C)C2)cc1 (stereo unspecified)	11%	1%	20	-14%	-23%	24	0.3	-5	-4%
37	c1ccc2c(c1)CCOC2CNCCCN1CCCCC1 (stereo unspecified)	-7%	u	2	2%	0%	-13	0.2	u	-1%
38	O=C(CSCc1ccccc1Cl)Nc1ccc(C(=O)O)cc1	1%	6%	3	-15%	11%	-1	1.0	-17	-1%
39	COc1cccc(-c2nnc(SCC(=O)Nc3ccc4c(c3)OCCO4)n2Cc2ccco2)c1	2%	-26%	-4	-5%	1%	-6	3.9	u	-21%
40	O=C(O)c1cccc(N=C2NC(=O)C(CO)(CO)S2)c1	-2%	-1%	-12	-10%	45%[activator]	4	-0.2	12	-3%
41	CC(=O)c1cccc(NC(=O)c2ccc(N(C)S(C)(=O)=O)cc2)c1	-4%	12%	0	0%	1%	1	0.1	4	-30%[57.1 µM]
42	CCn1c(CCC(=O)Nc2ccccc2F)nnc1SCC(=O)Nc1ccc(OC)cc1	10%	-9%	2	-2%	7%	3	1.2	-16	-4%
43	CC1(C)S[C@@H]2[C@H](NC(=O)[C@H](N)c3ccc(O)cc3)C(=O)N2[C@H]1C(=O)O	-6%	4%	5	-9%	7%	19&-2	-0.2	-12	x
44	COc1cc(C(=O)Nc2ccc(NC(=O)c3ccco3)nc2)cc(OC)c1OC	0%	-5%	-1	-14%	1%	-2	-1.4	16	9%
45	CCCSc1nc2c(c(=O)[nH]c(=O)n2C)n1Cc1ccc(C)cc1	1%	6%	0	-9%	145%[activator]	-2	-1.8	20	-5%
46	CC(=O)c1cccc(NC(=O)/C=C/c2ccc([N+](=O)[O-])s2)c1	11%	-11%	6	-14%	74%[activator]	-17	1.2	-69*	-8%
47	COc1ccc(/C=C(/NC(=O)c2ccc(OC)c(OC)c2)C(=O)NCCCn2ccnc2)cc1	12%	-2%	-1	-14%	4%	1	0.3	-2	13%
48	CCOC(=O)C1=CCC(c2cccc(Cl)c2)N(S(=O)(=O)c2ccc(C)cc2)C1 (stereo unspecified)	-3%	3%	-5	0%	u	-11	0.6	0	-10%
49	Cc1cccc(OCC(=O)OC(C)C(=O)Nc2ccc(Cl)cn2)c1 (stereo unspecified)	3%	1%	2	5%	33%[activator]	-6	5.5	8	-4%
50	COCCNC(=O)c1ccc2c(=O)n(CCCN3CCCC3=O)c(=S)[nH]c2c1	-2%	15%	-12	0%	2%	2	-2.5	3	4%
